Assay outcomes deposited in PubChem BioAssay by National Center for Advancing Translational Sciences (NCATS).
D1 agonist = activates the human D1 dopamine receptor; 360,000 compounds, 1% hits; HEK293 T-REx D1 cells, calcium flux, agonist mode; activation, % at 2 µM; in the data active = activation above about 30%; note: 0% is about no effect
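Inducible HEK293 T-REx D1 cells, force-coupled to calcium signalling, were plated at 4000 cells/well with tetracycline and held overnight at 30 C. After no-wash calcium dye loading, compound-evoked calcium rise over 180 s flagged agonists.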
Vif-APOBEC3F blk = Vif-A3F binding inhibition | AID 602313 | Potency, µM (series often up to 46.1 µM), for the others: at the highest dose activity, negative = active | 390,000 compounds, 0.2% hits | HeLa A3F-eYFP + Vif (tagged APOBEC3F with the HIV-1 protein that degrades it), YFP fluorescence increase; note: potency is the fitted concentration of half-maximal effect; % of control where 0% means no effect; nearly all actives have a fitted effect of over 65% in size
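Fluorescence increase (Ex 488/Em 500-530) after overnight compound treatment at 37 deg C flags inhibition of Vif-driven A3F-eYFP loss in stable HeLa A3F-eYFP/Vif cells seeded overnight beforehand.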
D1 antag = blocks dopamine activation of the human D1 receptor; P21728; HEK293 TREx D1 cells, calcium flux, dopamine EC80; hits give low values; activity change, negative = inhibition, % at 10 µM; 360,000 compounds, 3.2% hits; in the data active = activity change below about -30%; note: % is set by controls: 0 for no effect and ±100 for the full control effect
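Inducible Hek293 Trex D1 cells (tetracycline, overnight, 30 C). Calcium dye 30–90 min RT. Antagonist mode: EC80 dopamine added after 180 s compound read.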
LDHA block = inhibitors of human lactate dehydrogenase A. purified LDHA, NADH/diaphorase-resazurin fluorescence; hits give low values. AID 1347041. P00338. activity change, % (values are at about 110 or 230 µM). 480,000 compounds, 0.15% hits; in the data active = activity change below about -30%; inconclusive = mostly about -25% to -30%;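 note: plate controls were DMSO wells for no effect and wells without enzyme for full effect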
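Human LDH5 at 2 nM final in Tris HCl pH 7.4 with 0.06 mM NADH and 0.2 mM pyruvate, reacted 5 minutes at room temperature. Remaining NADH coupled via diaphorase/resazurin; resorufin fluorescence read at 0 and 20 minutes, normalized to enzyme-free and DMSO wells.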
D1 PAM = potentiators of human D1 dopamine receptor; 360,000 compounds, 0.036% hits; HEK293 TREx D1 cells, calcium flux, dopamine EC20 potentiation; potentiation, % at 10 µM; P21728; AID 504651; in the data active = potentiation above about 30%; note: 0% is about no effect
GRP78 ERSR act = induces the endoplasmic reticulum stress response in human glioma cells; AID 602332; Potency, µM, inactives show at the highest dose activation, usual class: activators; U87-MG GRP78 promoter luciferase reporter, 16 h; 420,000 compounds, 0.02% hits; note: potency is the fitted concentration of half-maximal effect; series mostly up to about 76 µM; % of control where 0% means no effect; nearly all actives have a fitted effect of over 35% in size
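Stably transfected U87-MG glioma cells carrying a GRP78-based luciferase sensor; 16 h compound incubation. Luminescence end-point read 10 min after Bright-Glo addition at room temperature.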
D2 potentiator = D2 dopamine receptor (human) potentiation. P14416. HEK293 T-REx D2, calcium flux, EC20 dopamine potentiation. potentiation, % at 10 µM. 340,000 compounds, 0.34% hits. AID 485347;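 active = potentiation over 3 SD above the plate norm, cut at about 30% in these data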; note: 0% is about no effect
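Potentiation of an EC20 dopamine calcium response is measured in a force-coupled, tetracycline-inducible Hek293 Trex D2 line. Compound-only kinetic reads over 180 s flag agonists before dopamine addition.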
Vif-APOBEC3G blk = blocks the Vif interaction with human APOBEC3G. Q9HC16. HeLa A3G-eYFP + Vif (tagged APOBEC3G with the HIV-1 protein that degrades it), YFP fluorescence, overnight. Potency, µM (series often up to 46.1 µM), inactives show at the highest dose activity, negative = active, most hits filed as inhibitors. 410,000 compounds, 0.076% hits;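 note: potency is the fitted concentration of half-maximal effect; % is set by controls: 0 for no effect and ±100 for the full control effect; nearly all actives have a fitted effect of over 60% in size; hits raise eYFP signal because A3G escapes Vif-driven loss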
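HeLa cells stably expressing Vif and C-terminally eYFP-tagged A3G, seeded overnight at 37 deg C, then exposed to compound by pintool overnight at 37 deg C. Rise in yellow fluorescence (Ex 488/Em 500-530, Acumen) marks blocked Vif-driven A3G degradation.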
RXFP1 ag = RXFP1 (human) receptor agonism | HEK293T-RXFP1 cAMP TR-FRET, 30 min; response scale: percent of porcine relaxin response, buffer zero | Potency, µM (series often up to 57.5 µM), without a hit: at the top dose activation, hits mostly activators | AID 2676 | Q9HBX9 | 370,000 compounds, 0.3% hits; note: potency is the fitted concentration of half-maximal effect; % is set by controls: 0 for no effect and ±100 for the full control effect; nearly all actives have a fitted effect of over 60% in size; many of its hits are not listed in these tables
Target sequence (Q9HBX9 whole entry, looked up): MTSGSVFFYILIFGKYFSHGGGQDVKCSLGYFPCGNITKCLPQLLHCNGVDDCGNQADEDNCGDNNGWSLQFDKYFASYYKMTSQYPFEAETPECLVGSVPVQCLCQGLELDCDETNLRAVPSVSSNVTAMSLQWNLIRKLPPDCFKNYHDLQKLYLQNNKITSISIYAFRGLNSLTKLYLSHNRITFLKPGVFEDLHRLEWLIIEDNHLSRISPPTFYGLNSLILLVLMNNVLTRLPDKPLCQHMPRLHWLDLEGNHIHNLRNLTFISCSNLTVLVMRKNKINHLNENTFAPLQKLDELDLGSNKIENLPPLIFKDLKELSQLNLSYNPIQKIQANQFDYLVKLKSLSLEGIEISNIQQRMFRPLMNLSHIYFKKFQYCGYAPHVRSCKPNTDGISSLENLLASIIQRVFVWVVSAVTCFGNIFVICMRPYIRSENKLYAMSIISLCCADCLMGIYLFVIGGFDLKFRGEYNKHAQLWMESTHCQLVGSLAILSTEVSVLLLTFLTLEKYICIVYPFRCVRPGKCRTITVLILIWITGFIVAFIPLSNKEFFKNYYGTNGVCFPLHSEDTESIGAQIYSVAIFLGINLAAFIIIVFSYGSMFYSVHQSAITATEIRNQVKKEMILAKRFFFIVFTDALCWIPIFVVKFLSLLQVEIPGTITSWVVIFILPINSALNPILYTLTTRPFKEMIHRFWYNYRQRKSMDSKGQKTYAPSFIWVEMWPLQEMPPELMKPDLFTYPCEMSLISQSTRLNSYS
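HEK293T cells stably expressing RXFP1 were pretreated with the PDE4 inhibitor Ro 20174, exposed to compounds for 30 min at 37C, lysed, and cAMP was read by TR-FRET. Data normalized to buffer (basal) and 29 nM porcine relaxin (100%).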
Active calls of the source: *; ? = inconclusive; / = no result given; & = joins results of further samples. Unless noted, calls come from the whole dose curve; as a rule, active = well fitted curve in the direction sought with a large enough effect; inconclusive = small, poorly fitted or top-dose-only effect, or another doubt; inactive = no such curve, though single readings can be large; an effect the other way counts as inactive or inconclusive. The list is partial. The share of hits here may be higher or lower than overall.

SMILES	D1 agonist	Vif-APOBEC3F blk	D1 antag	LDHA block	D1 PAM	GRP78 ERSR act	D2 potentiator	Vif-APOBEC3G blk	RXFP1 ag
Cc1cccc(C)c1NC(=O)CSc1nnc(-c2cnccn2)n1C	1.2	-5.4%	-50.8*	-6.1	-4.2	-8.7%	/	-1.0%	4.4%
CCn1c(SCC(=O)N(C)c2c(N)n(Cc3ccccc3)c(=O)[nH]c2=O)nnc1-c1cccs1	/	4.0%	/	-2.7	/	-1.8%	/	-3.8%	/
CC#CC(=O)N1CCCC(Cc2cccc(OC)c2)(C(=O)OCC)C1 (centres undefined)	3.5	-0.7%	-11.9	-4.3	-5.0	7.1%	1.8	4.6%	0.5%
COc1ccc(NS(=O)(=O)c2cc(C(=O)N3CCCCCC3)ccc2C)cc1	/	-8.1%	/	-0.3	/	-4.3%	/	3.0%	/
CC(C)C[C@H]1COCCS(=O)(=O)N1Cc1ccc(Cl)c(Cl)c1	/	0.8%	/	3.9	/	-4.0%	/	-8.7%	/
O=C(C1CCCN1S(=O)(=O)c1cccc2nsnc12)N1CCCCCC1 (centres undefined)	10.2	9.4%	3.6	-11.7	2.0	1.5%	3.6	-0.6%	-2.8%
Fc1ccccc1N1CCN(CCCc2ccccc2)CC1	2.9	15.9%	-63.2*	-4.7	-8.7	-2.4%	-19.4	1.7%	0.1%
COc1ccc(Br)cc1C1N2CC3(C)CN1CC(C)(C2)C3=O (centres undefined)	3.9	0.3%	9.2	-3.8&11.4	1.1	-3.3%	3.5	-8.2%	1.1%
CCN(CC)S(=O)(=O)c1ccc(N/N=C/c2ccccc2OCC(=O)O)c([N+](=O)[O-])c1	1.9	9.6%	2.3	-0.5	-0.2	-0.5%	-8.7	6.0%	0.3%
Cc1cccc(-c2nc3c4ccccc4n(CC(=O)Nc4cc(F)ccc4F)c(=O)n3n2)c1	-1.9	2.9%	/	-1.6	-1.7	0.1%	0.7	-3.2%	3.9%
O=C(OCCCN1CCCC1)C1(c2ccccc2)CCCC1	10.9	0.1%	18.8	-14.1	15.9	-2.5%	/	-0.5%	-0.4%
Cc1nnc2n(-c3ccc(Cl)cc3)c(=O)c3c4c(sc3n12)CN(C)CC4	1.7	/	-8.3	/	0.8	/	-10.7	/	-0.9%
CC(=O)n1c2c(c3ccccc31)OC(N)=C(C#N)C2c1ccc(C(C)C)cc1 (centres undefined)	1.4	-13.1%	6.4	2.6	-4.3	5.9%	-8.4	-14.8%	1.2%
O=C(COc1ccc(F)cc1F)Nc1cccnc1	4.3	1.4%	2.3	-1.4	-0.2	3.8%	9.6	-6.0%	0.7%
CCOc1ccc(-c2nnc(SCC(=O)Nc3cc(F)ccc3F)o2)cc1	0.9	0.0%	0.8	-4.5	1.2	-4.6%	-5.3	0.7%	?
Cc1c(Nc2nc3ccccc3nc2NS(=O)(=O)c2ccccc2)c(=O)n(-c2ccccc2)n1C	7.3	4.1%	-5.0	-7.3	-5.8	-1.6%	0.1	-1.5%	-0.7%
Cc1ccc(-n2nnc3c(=O)n(CC(=O)N4CCC(C)CC4)cnc32)cc1	2.9	-4.2%	13.7	-4.5	-1.4	3.2%	-3.9	-0.9%	1.8%
CCCCc1c(C)nc2ccc(Br)cc2c1SCCC#N	3.9	/	-8.8	/	-1.6	/	-0.1	/	15.7%
COc1ccc(/C=N/OCC(=O)N2CCCC2)c(OC)c1	1.6	-0.8%	-3.3	-3.3	24.8	-3.9%	-0.9	-0.1%	4.9%
COc1ccccc1CCNC(=O)C(=O)NCCC1CCCCN1S(=O)(=O)c1ccccc1 (centres undefined)	-0.5	7.5%	13.1	-1.4	-4.0	-4.9%	4.4	0.3%	0.7%
N#CCCC1CCCC=C1N(Cc1ccccc1)C(=O)C(Cl)Cl (centres undefined)	4.8	2.8%	-0.5	-1.1	-2.4	1.8%	8.3	0.4%	0.7%
COc1cccc2cc(C(=O)C3=C(O)C(=O)N(CCN4CCOCC4)C3c3cccs3)oc12 (centres undefined)	1.1	2.1%	12.5	2.6	-5.2	5.8%	-7.2	1.8%	-0.9%
O=C(NC(=S)Nc1ccccc1)c1ccc(-c2ccccc2)cc1	0.9	0.5%	-18.3	-9.3	-6.3	2.5%	0.9	0.1%	1.6%
O=C(CN1CCc2ccccc2C1)N1CCN(S(=O)(=O)c2ccccc2)CC1	2.7	-3.3%	-35.5*	-6.5	-5.9	1.0%	-11.3	0.0%	1.3%
Cc1ccc(NS(=O)(=O)c2ccc3[nH]c4c(c3c2)CCCC4)c(C)c1	0.1	-17.8%	-24.2	0.1	1.7	3.0%	-15.7	-29.4%	-1.6%
COc1cccc(N/C=C(\C#N)c2ccc(OCCCF)cc2)c1	1.6	/	-0.9	0.7	-5.5	-2.1%	0.8	1.0%	1.3%
O=C(C1=C(O)C(=O)N(Cc2ccccc2)C1c1ccncc1)c1ccco1 (centres undefined)	5.4	-0.6%	-2.9	1.9	-3.1	7.1%	-1.3	5.0%	16.1%
Cc1cccc(-n2ccnc2CN2CCN(C(C)C)C(CCO)C2)c1 (centres undefined)	0.9	4.6%	3.9	-6.4	-9.6	-4.1%	1.8	-0.3%	2.1%
Cc1cccn2c(=O)c3cc(C#N)c(=N)n(CCN4CCOCC4)c3nc12	0.8	2.9%	12.2	-6.1	-4.5	1.9%	/	0.7%	2.6%
O=C(Cc1ccccc1)Nc1ccc2oc(-c3cccnc3)nc2c1	1.4	-2.8%	7.3	-5.5	-0.3	2.7%	2.8	-5.4%	-3.8%

3 structures already listed, arranged by formula weight, falling.
SMILES	D1 agonist	Vif-APOBEC3F blk	D1 antag	LDHA block	D1 PAM	GRP78 ERSR act	D2 potentiator	Vif-APOBEC3G blk	RXFP1 ag
COc1cccc2cc(C(=O)C3=C(O)C(=O)N(CCN4CCOCC4)C3c3cccs3)oc12 (centres undefined)	1.1	2.1%	12.5	2.6	-5.2	5.8%	-7.2	1.8%	-0.9%
O=C(C1=C(O)C(=O)N(Cc2ccccc2)C1c1ccncc1)c1ccco1 (centres undefined)	5.4	-0.6%	-2.9	1.9	-3.1	7.1%	-1.3	5.0%	16.1%
O=C(Cc1ccccc1)Nc1ccc2oc(-c3cccnc3)nc2c1	1.4	-2.8%	7.3	-5.5	-0.3	2.7%	2.8	-5.4%	-3.8%

Further entries follow.
SMILES	D1 agonist	Vif-APOBEC3F blk	D1 antag	LDHA block	D1 PAM	GRP78 ERSR act	D2 potentiator	Vif-APOBEC3G blk	RXFP1 ag
Cc1ncc(COC(=O)C(C)C)c2cc(C(=O)Nc3ccccc3C(F)(F)F)c(=O)oc12	0.0	-4.4%	6.4	5.7	-0.3	-4.0%	11.3	6.0%	-0.4%
COc1ccc(N2CCN(C(CNC(=O)C(=O)NCCCO)c3ccco3)CC2)cc1 (centres undefined)	2.3	-3.7%	20.9	3.3	0.1	-4.8%	8.6	2.0%	0.4%
CCCS(=O)(=O)N1CCCC(C(=O)NCCCN(CC)c2cccc(C)c2)C1 (centres undefined)	0.1	-5.3%	3.1	4.1	1.9	-2.3%	-2.3	-0.7%	1.2%
O=C(CN1CCOCC1)Nc1c2c(nc3c1CCC3)CCC2	0.6	-4.3%	1.9	2.7	-0.6	-2.9%	14.0	1.4%	-0.7%
CCC(=Nc1ccc(N)cc1)C1=C(O)C(C(=O)OC)C(C)(C)CC1=O (centres undefined)	1.8	-1.2%	-3.3	27.5	-1.6	-1.0%	11.8	-1.1%	-0.9%
Cc1c(NC(=O)C(C)Sc2ccccc2)c(=O)n(-c2ccccc2)n1C (centres undefined)	0.0	-11.1%	11.1	1.1	0.6	-3.0%	-5.4	0.0%	-1.4%
Cc1cccc(C(=O)NCCCN2CCCC2=O)c1	0.2	/	-31.5*	0.2	-9.9	-2.4%	-3.5	-0.6%	-0.4%
O=C(CN(C1CCCCC1)S(=O)(=O)c1ccccc1)NCc1cccnc1	0.4	-3.4%	-4.5	-6.2	0.8	-2.6%	/	0.7%	-0.6%
COc1cc(NC(=O)Cn2cnc(S(=O)(=O)N3CCOCC3)c2)cc(OC)c1OC	0.6	0.3%	-18.5	-0.2	-0.1	-3.6%	-7.3	3.5%	1.3%
COc1ccc(NC(=S)NNC(=O)c2cccs2)cc1	1.2	0.3%	1.3	-6.0	-3.0	1.7%	-3.9	0.7%	3.1%
N#CN1CCC(NS(=O)(=O)c2ccc(C(F)(F)F)cc2)CC1	-0.3	6.7%	-16.1	-9.3&2.8	-5.9	-2.6%	/	1.1%	/
Clc1ccc(/C=N/Nc2nnc(Cl)c3ccccc23)cc1	1.4	-1.9%	3.2	-1.6	-1.2	4.1%	/	-0.6%	0.9%
COCCn1c(SCC(=O)NC2CCCC2)nc2ccccc2c1=O	1.8	-15.0%	-6.5	-2.3	-2.5	-1.2%	-5.2	-0.8%	2.5%
O=C(COc1ccc(Cl)cc1)Nc1ccccc1C(=O)OCc1cc(=O)n2ccsc2n1	-1.0	-1.4%	-15.1	-3.1	0.2	0.5%	2.4	-1.1%	7.2%
O=C1c2cccc(OCC(=O)N3CCCc4ccccc43)c2CCN1Cc1cccnc1	15.0	-6.8%	-17.5	-3.1	-1.4	-5.4%	5.5	-1.3%	0.0%
O=C(CCc1ccccc1)N/N=C\C1CC=CCC1 (centres undefined)	1.2	-0.8%	-12.9	-5.9	-3.8	-9.3%	-0.4	-1.4%	-1.4%
COCC(=O)NCc1nc2ccccc2n1Cc1ccccc1F	-0.6	-8.1%	-8.3	-3.1	-1.2	-1.8%	8.9	-0.4%	0.2%
CCOc1cc(NC(=O)c2ccccn2)c(OCC)cc1NC(=O)c1cccc(C)c1	1.9	0.5%	18.7	-3.5	-2.0	-2.0%	/	-0.4%	1.4%
CCOC(=O)CSc1nc2ccc(NC(=O)COc3ccccc3)cc2s1	10.2	-5.9%	-35.7*	-2.1	-2.0	1.2%	4.7	-0.3%	7.2%
